ASAP1 GAP inh – inhibitors of human ASAP1 ArfGAP activity, primary screen, biochemical, fluorescence polarization; Arf-GAP with SH3 domain, ANK repeat and PH domain-containing protein 1 (Homo sapiens), …; ASAP1-stimulated ARF1 GTP hydrolysis, GDP FP detection; inhibition, % at 16.5 µM; 0.19% of 360,000 active; AID 624377, 2012; in the data active means inhibition above about 25%;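 further: 0% = vehicle with enzyme and substrate and 100% = no enzyme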
MBD2 inh – inhibitors of MBD2 binding to methylated DNA, primary screen, biochemical, TR-FRET, DNA-binding domain, human. MBD2 binding to methylated oligonucleotide. AID 686964, 2013. Methyl-CpG-binding domain protein 2 (Homo sapiens), Q9UBB5. 0.31% of 370,000 active. inhibition, % at 4.4 µM; in the data active means inhibition above about 13%
DDE Tn6 FP inh – inhibitors of Tn6 peptide binding to fibrin DD(E), primary screen, biochemical, fluorescence polarization, human fibrin, Tn6 probe. Fibrinogen beta chain (Homo sapiens), P02675. Fibrin DD(E) TRITC-Tn6 fluorescence polarization displacement. inhibition, % at 8.3 µM. 0.21% of 370,000 active. AID 720509, 2013;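 active means inhibition above a per-campaign cutoff: mean of compounds within control limits plus 3 SD, cut at about 15% in these data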;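 further: 0% = median of all compound wells on the plate and 100% = blocking peptide control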
ADAM17 inh – ADAM17 inhibitors, primary screen, biochemical, QFRET. AID 720648, 2013. Disintegrin and metalloproteinase domain-containing protein 17 (Homo sapiens), P78536. inhibition, % at 6.95 µM. 0.83% of 370,000 active. recombinant ADAM17, EDANS/DABCYL FRET peptide cleavage;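 active means inhibition above the mean of compounds lying between control limits plus 3 SD, set per campaign, cut at about 8.5% in these data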;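 further: 0% = DMSO-only wells as the low control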
Tn7 DDE FP – inhibitors of Tn7 peptide binding to fibrin DD(E), primary screen, biochemical, fluorescence polarization, human fibrin, Tn7 probe. Fibrinogen beta chain (Homo sapiens), P02675. FP displacement of FITC-Tn7 peptide from fibrin DD(E); 0% = median of compound wells per plate. inhibition, % at 8.3 µM. 0.13% of 370,000 active;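 active means inhibition above the mean of compounds falling within the control limits plus 3 SD of them, cut at about 14% in these data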;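 further: 0% = plate median of compound wells and 100% = 10 µM Aha-Tn7 peptide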
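Test system: human clot-derived fibrin DD(E) complex / Quantity: 2 µM final DD(E) protein / Incubation: 10 min plus 3 h, room temperature / Measured by: fluorescence polarization / Benchmarks: high control of 10 µM Aha-Tn7 peptide / Replicates: singlicate testing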
KLK7 zymogen act – proKLK7 zymogen activators, primary screen, biochemical, fluorescence intensity | Kallikrein-7 (Homo sapiens), P49862 | purified proKLK7, EDANS-DABCYL substrate fluorescence; 100% is mature enzyme control, 0% vehicle | activation, % at 7 µM | 0.9% of 370,000 active | AID 652039, 2013;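 active means activation above the mean of all tested compounds plus 3 SD, computed per campaign excluding outliers beyond control limits, cut at about 13% in these data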
UHRF1 MBD2 ctr – UHRF1 methylated DNA binding inhibitors, primary screen, counter-screen for MBD2 inhibitor project, biochemical, TR-FRET, human UHRF1, single concentration | inhibition, % at 4.4 µM | UHRF1 binding to methylated oligo | 0.75% of 370,000 active; in the data active means inhibition above about 21%;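 further: UHRF1 SRA domain binding a hemimethylated CpG hairpin DNA probe; 0% = median of test compound wells and 100% = reference inhibitor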
Target sequence (Q96T88 whole entry, looked up, the tested form may be a part): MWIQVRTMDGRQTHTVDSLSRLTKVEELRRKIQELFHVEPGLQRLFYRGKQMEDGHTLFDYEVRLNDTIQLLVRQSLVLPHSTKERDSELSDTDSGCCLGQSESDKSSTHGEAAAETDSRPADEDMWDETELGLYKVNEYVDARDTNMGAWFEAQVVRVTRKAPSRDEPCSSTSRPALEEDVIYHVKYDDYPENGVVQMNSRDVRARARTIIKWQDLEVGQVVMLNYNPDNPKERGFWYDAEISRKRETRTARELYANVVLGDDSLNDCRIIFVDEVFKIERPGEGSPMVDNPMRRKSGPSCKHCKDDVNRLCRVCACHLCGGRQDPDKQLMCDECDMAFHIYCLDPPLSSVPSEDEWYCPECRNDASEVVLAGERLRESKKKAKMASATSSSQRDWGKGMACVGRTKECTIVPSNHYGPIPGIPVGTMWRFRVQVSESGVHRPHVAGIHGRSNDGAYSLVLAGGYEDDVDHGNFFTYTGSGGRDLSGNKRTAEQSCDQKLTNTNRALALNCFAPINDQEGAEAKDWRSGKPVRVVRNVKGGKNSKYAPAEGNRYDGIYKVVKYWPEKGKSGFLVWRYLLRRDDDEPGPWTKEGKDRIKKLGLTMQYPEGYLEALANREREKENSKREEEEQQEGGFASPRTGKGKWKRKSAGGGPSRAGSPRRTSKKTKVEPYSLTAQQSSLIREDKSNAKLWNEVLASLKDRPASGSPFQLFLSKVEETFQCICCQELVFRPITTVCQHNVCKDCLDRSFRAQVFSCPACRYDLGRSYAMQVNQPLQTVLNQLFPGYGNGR
PLCg1 inh – PLC-gamma1 enzyme inhibitors, primary screen, biochemical, fluorescence, purified enzyme. inhibition, % at 12.2 µM. 1-phosphatidylinositol 4,5-bisphosphate phosphodiesterase gamma-1 (Homo sapiens), P19174. AID 720700, 2013. fluorogenic substrate. 0.84% of 370,000 active; in the data active means inhibition above about 9.5%
ARFGAP1 inhibitor – inhibitors of rat ARFGAP1 GAP activity, primary screen, biochemical, fluorescence polarization, GDP tracer. 0.26% of 360,000 active. ADP-ribosylation factor GTPase-activating protein 1 (Rattus norvegicus), Q62848. inhibition, % at 16.5 µM. Arfgap1-stimulated ARF1 GTP hydrolysis, GDP FP detection;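 active means inhibition above a per-plate limit, mean inhibition of low control wells plus 3 SD, cut at about 25% in these data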;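 further: 0% = DMSO wells with enzyme and 100% = wells lacking Arfgap1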
Target sequence (Q62848 1-136 limits assumed): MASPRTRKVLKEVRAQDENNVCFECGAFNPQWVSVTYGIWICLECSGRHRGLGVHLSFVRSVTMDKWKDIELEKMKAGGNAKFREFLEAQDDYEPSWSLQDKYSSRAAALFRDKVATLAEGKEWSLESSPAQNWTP
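Assay system: purified rat His6-Arfgap1 residues 1-136 (GAP domain); Reagent: human Δ17 ARF1 bound to GTP; Dosing: 16.5 µM single point, 1.26% DMSO; Times: GTP hydrolysis reaction 2 h at 25 °C; Signal: FP, GDP Alexa 633 tracer displaced from anti-GDP antibody, 620/688 nm; Measure: % inhibition from polarization.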
PLCb3 inh – human PLC-beta3 inhibitors, primary screen, biochemical, fluorescence. 1-phosphatidylinositol 4,5-bisphosphate phosphodiesterase beta-3 (Homo sapiens), Q01970. Purified PLC-beta3, fluorogenic substrate. inhibition, % at 12.2 µM. 0.18% of 370,000 active. AID 720704, 2013; in the data active means inhibition above about 11%;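 further: 0% = median of compound wells on plate and 100% = full blocker control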
Starred values were filed as active, the others as inactive; . = no result given.

SMILES	ASAP1 GAP inh	MBD2 inh	DDE Tn6 FP inh	ADAM17 inh	Tn7 DDE FP	KLK7 zymogen act	UHRF1 MBD2 ctr	PLCg1 inh	ARFGAP1 inhibitor	PLCb3 inh
O=C(O)CC/C(=N\NC(=O)c1ccccc1Br)c1ccccc1	-8	-3	4	-2	-2	0.2	0	0	-1	-3
COCC(=O)N[C@H]1C=C[C@@H](CC(=O)OC)O[C@@H]1CO	10	1	4	-3	1	0.4	-2	0	6	-2
CCOC(=O)c1cc(C)sc1NC(=S)Nc1ccccc1	10	1	1	-4	0	0.5	0	0	15	-2
NNC(=S)NCCc1ccccc1	2	1	6	-4	4	0.1	-2	-2	4	-9
CCN(CC)CCN1C(=O)C2C(C(=O)Nc3cccc(C)c3)C3C=CC2(O3)C1C(=O)NC1CCCC(C)C1C (stereo unspecified)	-2	-1	3	1	-8	0.2	3	2	4	-5
CCn1cc(S(=O)(=O)Nc2cc(C)ccc2F)cn1	-8	1	0	0	-1	0.0	0	4	-5	1
CC1CCCCN1CCCNC(=O)c1ccc2c(c1)NC(=O)CN2C (stereo unspecified)	-1	-2	3	-9	-9	-0.6	2	-16	5	-23
COCCn1c(C)cc(C(=O)CSc2nc3ccccc3c(=O)[nH]2)c1C	5	0	-7	-2	3	0.2	1	3	8	-3
CCOC(=O)C1(Cc2ccc(OC)cc2)CCN(C(=O)c2csc(C)n2)CC1	-7	-2	-12	0	-7	0.3	1	-1	2	1
CCc1nnc(NC(=O)CSc2nnc(C)n2-c2ccc(C)cc2)s1	4	-3	5	2	9	-0.3	-1	2	8	-1
CN(C)C(=O)NC(Nc1cccc([N+](=O)[O-])c1)C(Cl)(Cl)Cl (stereo unspecified)	15	-4	-5	1	-2	0.2	16	3	14	4
Fc1ccc(CNC(=S)Nc2ccccc2Cl)cc1	0	-6	5	2	0	0.4	-2	0	-5	0
O=C(CNC1CCCCC1)Nc1cccc([N+](=O)[O-])c1	0	-3	7	-5	3	0.0	-3	-1	-4	1
COc1cc2c(cc1OC)C(COc1ccc(C(C)C)cc1)NCC2 (stereo unspecified)	-3	3	3	-7	6	1.2	2	-23	7	-41
Cc1nn(C)c(C)c1/C=N/NC(=O)CCn1cc([N+](=O)[O-])cn1	1	6	3	3	1	-0.3	0	-2	-8	2
O=C(c1cc2nc(-c3ccccc3)cc(-c3ccccc3)n2n1)N1CCN(C(=O)c2ccco2)CC1	9	-5	1	-5	-5	-4.5	-1	-143	-3	-169
Cc1ccccc1CN1CCCCC(NC(=O)Cc2cccs2)C1=O (stereo unspecified)	.	4	7	0	4	-0.1	-3	4	.	5
COc1cc(/C=N/Nc2cc(C)nc(N)n2)ccc1O	-6	-5	-5	-6	7	-3.8	-5	-4	-9	-25
Cc1nc2c(OCc3ccc(C#N)cc3)cccn2c1N(C)Cc1cccs1	-3	2	-1	-7	-4	-0.6	-1	-8	11	-13
CS(=O)(=O)c1ccc(NS(=O)(=O)c2ccc(Cl)c(C(=O)NC3=NCCS3)c2)cc1	-8	-4	0	-3	7	0.2	-1	4	0	0
COc1ccc(CCNC(=O)c2ccc(CN3CCC(Cc4ccccc4)CC3)cc2)cc1OC	-4	-7	2	1	4	0.0	-2	0	-13	0
Cc1ccc(C)c(S(=O)(=O)NCC(c2ccco2)N2CCc3ccccc3C2)c1 (stereo unspecified)	-8	4	-6	5	6	-0.2	-1	3	-2	-9
O=C(NCCCN1CCCC1=O)NC12CC3CC(CC(C3)C1)C2	-9	0	1	-3	10	-0.1	0	5	-13	-1
Clc1ccc(CSc2nnc3ccccn23)c(Cl)c1	5	3	2	-6	1	-0.1	17	8	2	-2
O=C(c1ccco1)N1CCCC(c2ccccc2)C1 (stereo unspecified)	7	3	-4	-1	-13	0.0	2	0	6	2
O=C(N/N=C\c1ccc(Br)cc1)c1ccc(Cn2cccn2)o1	8	4	-4	-4	2	-0.2	0	-4	4	-2
O=c1[nH]nc(SCc2nc3ccccc3s2)n1C1CC1	2	0	2	-1	-1	-0.3	0	-3	14	-1
COc1ccc(CNC(=O)[C@H](C)NC(=O)C2CCN(S(=O)(=O)c3ccc(C)cc3)CC2)cc1	-13	5	8	-1	6	-0.7	0	4	4	1
O=C(OCc1nc2scc(-c3ccccc3)c2c(=O)[nH]1)c1cc([N+](=O)[O-])ccc1Cl	-13	4	-5	-2	1	-0.5	2	-1	8	-4
O=C(c1cc2n(n1)C(C(F)(F)F)CC(c1ccc(F)cc1)N2)N1CCCC1 (stereo unspecified)	-3	4	0	-2	6	0.9	-3	2	5	-2
O=c1cc(CSc2ccccc2)nc(-c2ccccc2)[nH]1	5	0	6	-4	-2	0.3	0	1	-7	6
COC(=O)c1ccc(NC(=S)NNC(=O)c2ccccc2)cc1	-9	-3	0	8	1	0.2	0	0	12	-4
Cc1ccc(C)c(Oc2ccc(S(=O)(=O)N3CCN(C)CC3)cn2)c1	16	2	6	-10	-1	-0.2	6	7	2	-12
c1cnn(-c2nc(N3CCOCC3)nc(N3CCOCC3)n2)c1	-6	1	-3	-3	6	0.0	2	-2	3	-1
Cc1ccc(-c2cc(C(F)(F)F)n3nc(C(=O)Nc4ccon4)cc3n2)cc1C	9	-5	0	-6	0	-1.3	-2	-21	-4	-32
O=C(NCc1cccc(CNC(=O)C(=O)NCC2CCCO2)c1)C(=O)NCC1CCCO1 (stereo unspecified)	1	-1	7	-3	-3	0.0	1	-2	6	-1
COc1cc(C(=O)NNC(=O)c2ccc(NC(=O)C(C)(C)C)cc2)cc(OC)c1OC	-1	4	2	-11	2	0.1	32*	-1	-5	-9
O=C1N=C(N2CCCCC2)S/C1=C/C1=Cc2ccccc2OC1	-6	5	-12	-2	4	5.0	1	-69	3	-63
Cc1ccc(C)c2c(SC(C)C(=O)NCc3ccco3)nc(-c3ccccc3)nc12 (stereo unspecified)	6	1	2	3	-5	-0.2	1	3	6	5
COc1ccc(OC)c(CNC(=O)C2CCC(=O)N2C(C)C)c1 (stereo unspecified)	-11	8	-2	-4	-1	0.0	1	-1	1	-6
Cc1cccc(NC(=O)c2ccc3c(Cl)c4c(nc3c2)CCCC4)n1	-3	-4	-3	-4	7	-0.4	0	0	-6	2
CC(C)Cn1c(N)c(C(=O)CSc2nc3ncc(Cl)cc3[nH]2)c(=O)n(C)c1=O	11	-8	10	-1	-6	0.5	-1	0	25*	2
O=C1C(=O)N(CCN2CCOCC2)C(c2ccccc2F)/C1=C(\O)c1ccc(S(=O)(=O)N2CCOCC2)cc1 (stereo unspecified)	-14	6	2	1	-3	0.3	0	0	1	-3
CCc1ccc(C(=O)NC(=S)Nc2ccc(N3CCOCC3)cc2)cc1	5	-5	4	-3	7	0.6	2	-1	-3	-2
Cc1ccccc1Nc1nnc(-c2ccc(C(=O)NCCO)cc2)c2ccccc12	-5	-3	2	-3	-4	0.3	-3	-8	6	-10
Cc1cc(C)nc(N2C(=O)CC(Cc3ccc(Cl)cc3)C2=O)n1 (stereo unspecified)	0	7	-2	-1	5	-1.1	4	1	7	-4
CCOC(=O)N1CCN(S(=O)(=O)c2ccc(-n3cnnn3)cc2)CC1	-8	-1	7	-4	-1	0.3	0	2	-8	-6
COc1ccccc1N1CCN(C(=O)COc2ccc(Cl)cc2Br)CC1	6	4	2	-4	1	0.4	-5	0	-3	1
COc1ccc(NC(=O)c2ccc(-n3cccn3)nc2)c(OC)c1	2	-5	-8	-1	-8	-0.1	0	2	8	1
O=C(C(Cl)c1ccccc1)N1CCCC1 (stereo unspecified)	1	0	0	-1	6	-0.2	1	-1	-6	-1

Remaining list, next part.
SMILES	ASAP1 GAP inh	MBD2 inh	DDE Tn6 FP inh	ADAM17 inh	Tn7 DDE FP	KLK7 zymogen act	UHRF1 MBD2 ctr	PLCg1 inh	ARFGAP1 inhibitor	PLCb3 inh
CCC(=O)N1CCc2cc(Br)cc(S(=O)(=O)NCC3CCCO3)c21 (stereo unspecified)	17	5	-3	-4	-6	-0.1	-2	0	-6	1
COc1ccc(C(=O)c2ccc(-c3ccc(OC)cc3)nc2)cc1	3	-5	4	-1	7	0.2	-2	-3	-1	-11
CCC(C(=O)Nc1cccc(C(F)(F)F)c1)c1ccccc1 (stereo unspecified)	-4	-3	6	8.7*	2	0.3	0	1	7	2
NNc1nc2ccccc2c(=O)n1Cc1ccccc1	2	-2	10	-28	1	0.5	4	-22	4	-24
Cc1nccn1CCOc1ccc(Cl)cc1	-11	4	-3	-2	-10	0.2	2	-1	-5	-4
CC(C(=O)N(C)Cc1ccccc1)N1CCN(C/C=C/c2ccccc2)CC1 (stereo unspecified)	-5	-3	-4	-2	-3	0.2	1	2	11	2
Cc1ccccc1-c1cc2nc(Oc3cccc4ccccc34)n(C)c(=O)c2s1	-6	-9	-1	9.2*	-8	-0.7	1	7	6	-1
CCN(CCCNC(=O)COc1cc(=O)n(CC)c2ccccc12)c1ccccc1	-5	-5	-6	-4	2	-0.2	-3	-4	-1	-1

Screening results as filed in PubChem BioAssay.
